S1P4 ag = human S1P4 receptor agonism; S1P4-expressing cell line, agonist reporter assay; activation, % at 4.98 µM; 0.35% of 220,000 active; in the data active = activation above about 11%;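 note: 0% = DMSO vehicle and 100% = reference agonist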
Target sequence (O95977 whole entry, looked up): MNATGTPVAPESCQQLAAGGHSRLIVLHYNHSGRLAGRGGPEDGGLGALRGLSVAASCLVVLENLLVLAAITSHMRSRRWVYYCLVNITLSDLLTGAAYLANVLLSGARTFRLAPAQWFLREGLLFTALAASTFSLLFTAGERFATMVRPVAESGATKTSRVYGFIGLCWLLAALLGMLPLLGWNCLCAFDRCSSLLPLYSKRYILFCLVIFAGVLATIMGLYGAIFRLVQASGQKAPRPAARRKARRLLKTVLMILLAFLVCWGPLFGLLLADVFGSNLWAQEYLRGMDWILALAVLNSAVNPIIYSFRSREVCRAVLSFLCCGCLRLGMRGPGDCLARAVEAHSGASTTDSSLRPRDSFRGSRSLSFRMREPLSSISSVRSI
p97 ATPase inh = blocks human p97 ATPase activity. AID 1481. 0.42% of 220,000 active. recombinant p97 ATPase, Kinase-Glo ATP luminescence, 3 h. P55072. inhibition, % at 8 µM; in the data active = inhibition above about 15%;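 note: 0% = DMSO vehicle and 100% = wells lacking enzyme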
S1P4 antagonist = human S1P4 receptor antagonism. 0.26% of 220,000 active. AID 1510. inhibition, % at 4.98 µM. S1P4-expressing cells, antagonist mode, reporter read-out. O95977; in the data active = inhibition above about 29%;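 note: 0% = wells stimulated with agonist and 100% = vehicle wells without agonist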
eIF4E 4G PPI = eIF4E/eIF4G interaction inhibition in translation initiation | TR-FRET eIF4E-eIF4GI(517-606) binding, 2 h | inhibition, % at 21.7 µM | 0.37% of 220,000 active | P63073+Q04637;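 active = inhibition above about 30%, limit read from the data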;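 note: 0% = full FRET control wells and 100% = background wells lacking eIF4GI fragment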
NPY1 pot ag = potentiates or activates human NPY-Y1 receptor; P25929; NPY-Y1 expressing cells, potentiator/agonist activation; 0.37% of 220,000 active; AID 1304; activation, % at 3.6 µM; in the data active = activation above about 33%, passing the limit was not always enough;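 note: cells stimulated with NPY at EC10 then isoproterenol at EC100; 0% = low agonist plus stimulus and 100% = saturating agonist plus stimulus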
NPY-Y2 PAM-ag = potentiators or agonists of human neuropeptide Y receptor Y2; P49146; cells expressing NPY-Y2, potentiator/agonist read-out; activation, % at 3.6 µM; 0.45% of 220,000 active; AID 1359; in the data active = activation above about 27%;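 note: cells stimulated with NPY near EC25 plus isoproterenol at EC100; 0% = vehicle plus submaximal agonist and 100% = vehicle plus saturating agonist; some results beyond the cut were filed as inactive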
Target sequence (P49146 whole entry, looked up): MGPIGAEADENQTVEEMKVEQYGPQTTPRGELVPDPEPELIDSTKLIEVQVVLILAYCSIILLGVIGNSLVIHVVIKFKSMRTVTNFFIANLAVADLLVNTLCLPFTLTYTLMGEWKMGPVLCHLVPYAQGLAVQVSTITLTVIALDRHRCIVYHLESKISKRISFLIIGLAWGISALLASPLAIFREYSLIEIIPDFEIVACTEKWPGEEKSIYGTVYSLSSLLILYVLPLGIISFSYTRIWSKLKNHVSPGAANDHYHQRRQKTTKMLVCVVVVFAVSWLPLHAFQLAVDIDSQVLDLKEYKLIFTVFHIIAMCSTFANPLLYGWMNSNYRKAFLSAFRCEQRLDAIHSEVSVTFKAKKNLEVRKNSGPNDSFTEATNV
EP2 mod = EP2 receptor (human) modulation | P43116 | induction, % at 25 µM | EP2-expressing cells, cAMP HTRF FRET, PGE2 co-stimulation | 0.83% of 260,000 active | AID 940;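 active = compounds whose cAMP rise, as percent of the full-agonist control response, exceeds 60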;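 note: rat C6 glioma line stably carrying human EP2 under a CMV promoter; the protocol text gives 20 µM as final concentration; 100% = response of wells given 1 µM PGE2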
Target sequence (P43116 whole entry, looked up): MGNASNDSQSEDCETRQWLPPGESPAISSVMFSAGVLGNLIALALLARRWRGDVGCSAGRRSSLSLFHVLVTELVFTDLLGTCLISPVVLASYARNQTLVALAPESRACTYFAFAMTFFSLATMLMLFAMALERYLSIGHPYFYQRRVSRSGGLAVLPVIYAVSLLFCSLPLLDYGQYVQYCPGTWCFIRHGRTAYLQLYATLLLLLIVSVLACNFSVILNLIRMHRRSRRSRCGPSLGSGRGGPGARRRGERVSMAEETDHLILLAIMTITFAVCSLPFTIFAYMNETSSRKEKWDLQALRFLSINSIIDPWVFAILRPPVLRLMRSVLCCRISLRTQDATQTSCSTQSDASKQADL
NPY-Y1 antag = antagonists of human neuropeptide Y receptor Y1; P25929; HEK293-CNG Y1 cells, membrane potential fluorescence; NPY at EC95, then isoproterenol; inhibition, % at 3.6 µM; 1% of 200,000 active;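 active = inhibition above the campaign mean inhibition of all tested compounds plus 3 SD, cut at about 20% in these data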;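 note: 0% = DMSO wells given NPY plus isoproterenol and 100% = isoproterenol alone without NPY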
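Assay system: HEK293 cells with Y1 receptor plus CNG channel | Probe or stimulus: NPY (25 nM), isoproterenol (1 µM), Ro 20-1724 (25 µM) | Timing: Compound incubation 1 h at room temperature, readout 45 min post-stimulation | Measured by: Membrane-potential fluorescent dye readout | Benchmarks: High control isoproterenol alone, low control NPY with isoproterenol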
PGE2 EP2 inh = blocks the human prostaglandin E2 receptor EP2; 0.52% of 260,000 active; C6 glioma cells expressing human EP2, cAMP TR-FRET; cells stimulated with saturating PGE2; inhibition, % at 25 µM; P43116; AID 1422;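 active = percent inhibition above 40 after rounding to a whole number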;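 note: rat C6 glioma host cells with rolipram phosphodiesterase inhibitor present; the protocol text gives 20 µM as final concentration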
* marks the source's active call; other numbers are inactive results; . = no result given; & = joins results of further samples; [ ] = dose if it differs, or a comment. Some of the compounds tested; the hit share may differ from the screen's.

SMILES	S1P4 ag	p97 ATPase inh	S1P4 antagonist	eIF4E 4G PPI	NPY1 pot ag	NPY-Y2 PAM-ag	EP2 mod	NPY-Y1 antag	PGE2 EP2 inh
O=C(c1cc2cc(Br)ccc2o1)N1CCCC1	-1.3	-5	16	2	-5	-6	-4	-5	7
O=S(=O)(Nc1ncccn1)c1ccc(NC(=S)NCCc2ccc(Cl)cc2)cc1	-0.4	4	-15	-2	16	-7	0	0	7
Cc1cccc(N2C(=O)SC(N(CC(=O)O)c3cccc(C)c3)C2=O)c1 (stereo unspecified)	-2.4	1	-14	0	2	10	-11	4	19
Cc1ccc(-n2c(C)cc(C(=S)N3CCOCC3)c2C)cc1C	-1.2	-1	-5	-2	-12	-1	-20	6	0
Cc1ccc(NC(=O)C2CCCN2S(=O)(=O)c2ccc3c(c2)n(C)c(=O)c(=O)n3C)cc1 (stereo unspecified)	0.2	6	9	3	17	-3	20	.	6
Cc1ccc2[nH]c(CCN(C)C)c(CC#N)c2c1	2.1	2	-16	3	-12	5	-10	3	7
O=C(Cn1cccc1C(=O)c1ccccc1)NCCN1CCCCCC1	0.7	0	-12	0	3	5	10	-1	5
CNC(=S)NN(c1ccccc1)c1ccccc1	-1.5	3	-11	4	13	4	32	-1	6
CCCCCCOC(=O)C(C#N)c1nc2ccccc2nc1N1CCN(C)CC1 (stereo unspecified)	-3.5	-6	-18	3	33	28	16	-2	6
O=C(c1ccccc1F)N1CCN(c2cnn(-c3cccc(Cl)c3)c(=O)c2Cl)CC1	1.7	0	-5	-8	18	11	4	-6	9
COC(=O)C1=CN(C(C)C)C=C(C(=O)OC)C1c1cc2c(cc1Br)OCO2	-2.5	1	-18	1	-10	8	45	-3	2
C=CCN(C(=O)c1cccc(S(=O)(=O)N2CCN(C)CC2)c1)c1nc(-c2ccccc2)cs1	-0.9	-2	-9	1[fluorescence artefact?]	-27	-8	-36	5	10
Cc1occc1-c1nnc(SCC(=O)Nc2nc(C(C)(C)C)cs2)o1	3.2	0	-2	-4	-20	-10	17	0	2
CC(=O)Nc1ccc(CN2CCCC(C(=O)c3ccc(C(F)(F)F)cc3)C2)cc1 (stereo unspecified)	2.8	1	-12	1	0	-16	-29	2	4
Nc1nonc1-c1nc2ccccc2n1CC(=O)Nc1ccccc1	1.5	2	-18	2	-3	-22	0&-32	.	13&10
CN(C)CCOC(c1ccc(Cl)cc1)c1ccccn1 (stereo unspecified)	-0.4	5	-3	-1	11	15	14&1	7	12&19
N#Cc1c(SCc2ccccc2)sc(C(=O)c2ccccc2)c1N	-2.9	5	5	-1	11	10	3	-4	15
COc1ccc(NC2CC(=O)N(CCc3ccccc3)C2=O)cc1 (stereo unspecified)	2.6	3	-1	3	-2	17	-18	7	15
COc1ccc(C)cc1S(=O)(=O)NC1CCCCC1C (stereo unspecified)	-0.9	-3	-3	3	18	12	-10	13	10
COc1ccc(C(=O)NC2CCN(CC(=O)Nc3cccc(C)c3)CC2)cc1OC	-3.3	-5	-10	2[fluorescence artefact?]	-22	-11	-23	3	16
COCCCN(C(=S)Nc1cc(C)cc(C)c1)C(C)c1ccncc1 (stereo unspecified)	0.5	5	-14	4[fluorescence artefact?]	7	5	-17	6	6
O=C(CSc1nc2c(cnn2-c2ccccc2)c(=O)[nH]1)NC1CCS(=O)(=O)C1 (stereo unspecified)	-0.4	4	7	-3	0	-1	-7	0	5
O=C(CN1C2=NCCCN2c2ccccc21)c1ccc(Br)s1	-0.1	-1	-7	2	-5	-17	-10	7	10
N#CC1=C(N)OC2=C(C(=O)CCC2)C1c1ccccc1 (stereo unspecified)	-0.4	6	-22	-4[fluorescence artefact?]	7	19	12	-6	15
COc1ccccc1C(=O)Nc1ccc2c(c1)nc(CCNC(C)=O)n2C	1.8	1	3	-1	-4	-11	6	4	6

The list continues:
SMILES	S1P4 ag	p97 ATPase inh	S1P4 antagonist	eIF4E 4G PPI	NPY1 pot ag	NPY-Y2 PAM-ag	EP2 mod	NPY-Y1 antag	PGE2 EP2 inh
Nc1nc(SCc2nc3sc4c(c3c(=O)[nH]2)CCCC4)n[nH]1	-0.9	1	2	3	-13	4	6	-5	7
O=C(CSCc1ccccc1)NC1CCSC1=O (stereo unspecified)	3.5	3	-7	-4	13	-6	13	4	3
CCC(C)(C#CCN1CCCCC1)OCCC#N (stereo unspecified)	1.6	0	0	4	-2	8	26	-2	9
CCOC(=O)c1c(NC(=O)C(C)Sc2cccc[n+]2[O-])sc2c1CCN(Cc1ccccc1)C2 (stereo unspecified)	1.6	6	-24	2	8	-9	38	0	5
CC1(c2ccc(OCC#N)cc2)C=C(c2ccc(OCC#N)cc2)n2nc(C(F)(F)F)nc2N1 (stereo unspecified)	0.9	9	-1	-3	-23	9	7	5	5
Cc1ccc(NC(C(N)=O)c2c(C)[nH]c(=O)[nH]c2=O)cc1 (stereo unspecified)	0.5	-2	-12	9	-6	-6	39	-1	17
CC(C)c1ccc(CNCc2ccccc2)cc1	-0.1	2	-6	-4	-1	-1	4	-1	8
CC(Sc1ccccc1)C(=O)NN=C1CCCCCC1 (stereo unspecified)	-0.8	2	-7	2	-10	-19	-4	3	5
COc1cccc(CNC(=O)CSCc2cnn(-c3ccccc3)c2-n2cccc2)c1	-5.0	-5	-5	2	-32	6	-16	5	9
CCCCC(CC)CNS(=O)(=O)c1ccc2c(c1)CCN2C(=O)CCC(=O)O (stereo unspecified)	-0.2	4	3	2	41*	18	21	-8	3
Cc1ccsc1C(=O)C1CCCN(Cc2cccn2-c2ccc(Cl)cn2)C1 (stereo unspecified)	0.0	2	7	4	-36	-24	-27	41*	1
OCCC1CN(Cc2ccc3cc(Cl)ccc3n2)CCN1Cc1ccsc1 (stereo unspecified)	2.7	0	-6	3	9	-7	-33	2	6
CCn1nc(C(=O)NNC(=O)COc2ccc(OC)cc2)c2ccccc2c1=O	-0.5	5	1	-2	-7	5	-2	5	7
CCCn1nnnc1NC(=O)COc1ccc(Cl)c(C)c1	-1.1	5	-2	4	-31	-10	-1	8	9
CCOc1ccc(NC(=O)CCC(=O)N/N=C/c2ccc3c(c2)OCO3)cc1	-0.2	1	-6	-1	-6	-3	-29	-3	3
O=S(=O)(Nc1ccc(Cc2ccncc2)cc1)c1ccc(Cl)cc1	-1.6	6	-4	3	3	7	-22	0	15
C/C(=N/Nc1ccc(Cl)cc1)c1cnnc(-c2ccccc2)n1	0.4	0	3	6	4	-2	2	-4	3
O=C(Cn1cnc2ccccc2c1=O)c1ccc(Br)cc1	2.5	-1	2	1	-15	-18	-11	4	4
CCN1/C(=C/c2ccc3cc(C)ccc3[n+]2CC)Sc2cc(C)ccc21	-1.0	-1	-10	4	-6	21	-72	3	80*
Cn1c(N=NC(=O)c2ccccc2)c(O)c2ccccc21	-0.9	-8	-5	2[fluorescence artefact?]	15	5	-7	-4	12
COc1ccc(N=C2SC(C(=O)O)CC(=O)N2C)cc1 (stereo unspecified)	0.2	3	-8	0	-11	-8	11	1	22
CC1CCCN(c2ccc(F)cc2N)C1 (stereo unspecified)	1.0	6	4	1	1	11	41	0	11
Cc1ccc(Nc2nc3ccccc3c(=O)[nH]2)cc1C	0.8	5	1	2	-3	6	0	-4	7
O=C(NCc1ccco1)c1sc2cc(Cl)ccc2c1Cl	0.3	3	4	4	-15	-7	-34	3	1
[O-]/[N+](=C/c1cccnc1)c1ccc(Br)cc1	0.8	6	-16	0	21	13	1	-2	15

Next section:
SMILES	S1P4 ag	p97 ATPase inh	S1P4 antagonist	eIF4E 4G PPI	NPY1 pot ag	NPY-Y2 PAM-ag	EP2 mod	NPY-Y1 antag	PGE2 EP2 inh
COC(=O)c1ccccc1NC(=O)C12CCC(C)(C(=O)O1)C2(C)C (stereo unspecified)	0.1	-1	8	-2	-8	2	17	-5	11
O=C(C[n+]1ccn(CCCNP2(=O)C=C(c3ccccc3)OC(c3ccccc3)=C2)c1)c1cccs1	0.9	5	-20	0	-5	-6	2	2	8
C/C(=N\NC(=O)C(NC(=O)c1ccccc1)C(C)C)c1ccccc1 (stereo unspecified)	-2.8	-3	3	2	7	5	11	0	11
COc1cccc(CNn2cnnc2)c1OCc1ccc(F)cc1	-1.0	-2	-11	3	13	-2	6&-23	1	9&2
CCCCC(=O)Nc1ccc2c3c(cccc13)CC2	1.7	1	-15	-2[fluorescence artefact?]	6	-10	-5	5	4
C=CCn1c(SCc2cccc(F)c2)nc2cc(C(=O)N3CCC(C(N)=O)CC3)ccc2c1=O	-1.7	-2	-19	-1	-8	9	-47	4	9
Cc1ccsc1C(=O)NNC(=O)C1C2C=CC(C2)C1C(=O)O (stereo unspecified)	2.5	3	-3	17	3	-10	9	-3	4
O=S(=O)(Cc1ccccc1)N1CCN(c2ccccc2)CC1	-0.7	3	-7	-7	15	11	-13	-4	6
O=C(NCc1ccccn1)c1ccc(Br)s1	1.2	2	-1	-5	-21	-5	16	0	5
CCCCn1cnc2c([nH]c3ccccc32)c1=O	0.0	3	-4	3	-4	3	-7	-8	10
COc1ccc(-c2nnn(CC(=O)N(CCCN3CCOCC3)C(C(=O)NC3CCCC3)c3ccc(C)o3)n2)cc1 (stereo unspecified)	0.5	2	13	3	-24	-22	-3	3	3
CCc1c(-c2ccccc2)nc(N)c(C#N)c1-c1cccs1	1.1	-8	-60	3	1	12	50	6	6
CCCCn1c(=O)c(-[n+]2ccccc2)c([O-])c2ccccc21	-0.8	4	4	2	-7	1	11	-5	12
S=c1[nH]nc(Cc2c[nH]c3ccccc23)o1	0.1	5	-2	-1	-59	-12	12	20	11
CCOC(=O)N1CCN(C(=O)c2ccc3nc(N4CCC(C)CC4)sc3c2)CC1	6.6	0	2	1	22	2	7	5	11
CCCc1c(C(=O)NNc2cccc(Cl)c2)cnn1-c1ccccc1	0.2	5	2	1	29	22	-25	.	16
O=C1CN(C(=O)c2ccc(Br)o2)C(c2ccccc2)c2cc(Cl)ccc2N1 (stereo unspecified)	2.3	-6	-3	0	10	9	13	3	9
CN(Cc1nc(-c2ccncc2)no1)S(=O)(=O)c1ccc(Cl)cc1	1.4	3	-19	1	-8	-13	-4	-7	4
S=c1[nH]nc(-c2n[nH]c3c2CCC3)n1/N=C/C=C/c1ccccc1	-0.9	4	-1	-4	-7	-18	8	.	5
Cc1ccc2nc(N/N=C\c3ccc([N+](=O)[O-])o3)nc(-c3ccccc3)c2c1	0.6	5	-4	-22	19	9	7	0	.
CC(=O)OCCc1c(C)nc2nc[nH]n2c1=O	-2.0	0	-17	-3	-6	12	-8	-1	11

Given with values under each structure: 6 of the compounds above.
Sequence of screens – S1P4 ag | p97 ATPase inh | S1P4 antagonist | eIF4E 4G PPI | NPY1 pot ag | NPY-Y2 PAM-ag | EP2 mod | NPY-Y1 antag | PGE2 EP2 inh
Nc1nc(SCc2nc3sc4c(c3c(=O)[nH]2)CCCC4)n[nH]1
→ -0.9 | 1 | 2 | 3 | -13 | 4 | 6 | -5 | 7
Cc1ccc(NC(C(N)=O)c2c(C)[nH]c(=O)[nH]c2=O)cc1 (stereo unspecified)
→ 0.5 | -2 | -12 | 9 | -6 | -6 | 39 | -1 | 17
CCCCn1c(=O)c(-[n+]2ccccc2)c([O-])c2ccccc21
→ -0.8 | 4 | 4 | 2 | -7 | 1 | 11 | -5 | 12
O=C(CSc1nc2c(cnn2-c2ccccc2)c(=O)[nH]1)NC1CCS(=O)(=O)C1 (stereo unspecified)
→ -0.4 | 4 | 7 | -3 | 0 | -1 | -7 | 0 | 5
CCOc1ccc(NC(=O)CCC(=O)N/N=C/c2ccc3c(c2)OCO3)cc1
→ -0.2 | 1 | -6 | -1 | -6 | -3 | -29 | -3 | 3
CN(Cc1nc(-c2ccncc2)no1)S(=O)(=O)c1ccc(Cl)cc1
→ 1.4 | 3 | -19 | 1 | -8 | -13 | -4 | -7 | 4
